Dengue-2 NS5 capping: Dengue-2 NS5 methyltransferase inhibitors, primary screen, biochemical, confirmation dose response (AID 588689); Dengue-2 NS5 methyltransferase capping enzyme assay, biochemical; higher % means a stronger effect; inhibition, % at 25 µM; hits with a dose series show IC50 in µM; hit rate 0.3% among 340,000; in the data active = a potency from the dose series; inconclusive = inhibition above about 29% without an active follow-up result
GPR55 antagonists: GPR55 antagonists blocking LPI-driven arrestin recruitment, primary screen, imaging, U2OS, beta-arrestin-GFP, LPI agonist (AID 2013); G-protein coupled receptor 55 (Homo sapiens); U2OS GPR55 beta-arrestin-GFP translocation imaging, LPI antagonism; higher % means a stronger effect; inhibition, % at 10 µM; hits with a dose series show IC50 in µM; hit rate 0.13% among 290,000;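 active = spots per cell inhibited over 60%, with over 100 cells counted and total cytoplasm intensity under 500,000; inconclusive = wells with under 100 cells, flagged as likely toxic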;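 note: U2OS cells stably carrying GPR55 and arrestin-GFP stimulated by 5 µM LPI near EC80; imaged beta-arrestin-GFP aggregate spots per cell after agonist stimulation; plate controls were LPI-stimulated DMSO wells for no effect and DMSO wells without LPI for full effect; some results filed as inactive read as strong as hits; confirmed hits need IC50 under 10 µM and bright autofluorescent wells are also inconclusive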
MgcRacGAP inhibition: MgcRacGAP GTPase-activating activity inhibitors, confirmation, biochemical, ADP Hunter fluorescence | Rac GTPase-activating protein 1 (Homo sapiens) | MgcRacGAP-stimulated Rac1 GTP hydrolysis, ADP Hunter fluorescence; higher % means a stronger effect; GST-tagged Rac1 F28L mutant substrate | one-dose inhibition, % at 30 µM; IC50 in µM for titrated hits | hit rate 0.6% among 340,000 | AID 624330, 2012;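 active = first-screen hits whose inhibition reached a set limit at any dose in the follow-up dose series; inconclusive = inhibition above the set first-screen limit but never retested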;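 note: fluorescence reports GDP produced by GAP-driven GTP hydrolysis; strong numbers were not always called active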
SV40 large T antigen: SV40 large T antigen inhibitors, biochemical (AID 1903) | SV40 large T antigen ATPase/helicase inhibition assay; higher % means a stronger effect | hit rate 0.39% among 310,000 | inhibition, % at 20 µM; hits with a dose series show IC50 in µM; in the data active = a potency from the dose series; inconclusive = inhibition mostly from about 32% at the one dose, without a potency; inactive = the rest, 99 in 100 with inhibition below about 32%; note: strong numbers were not always called active
RSV CPE inhibition: RSV antiviral activity via CPE protection, HEp-2 cells, primary 10 µM value included (AID 2391); HEp-2 cells, RSV-induced CPE inhibition; higher % means a stronger effect; CPE inhibition, % at 10 µM; hits with a dose series show IC50 in µM; hit rate 0.13% among 310,000; in the data active = a potency from the dose series; inconclusive = CPE inhibition mostly from about 23% at the one dose, without a potency; inactive = the rest, 99 in 100 with CPE inhibition below about 21%; note: strong numbers were not always called active
Salmonella PhoP GFP: inhibitors of PhoP regulon expression, primary screen, Salmonella Typhimurium, GFP reporter (AID 1863); S. Typhimurium PhoP-regulated promoter GFP reporter, 4 h; higher % means a stronger effect; hit rate 0.16% among 300,000; inhibition, % at 50 µM; hits with a dose series show IC50 in µM;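 active = inhibition over 29.93%, a cutoff 3 SD above the screen mean, later confirmed by dose response; inconclusive = inhibition over 29.93% but no dose response follow-up; inactive = inhibition at most 29.93% or unconfirmed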;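 note: 0% = low Mg2+ inducing control and 100% = high Mg2+ repressing control; strong numbers were not always called active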
GPR35 arrestin U2OS: GPR35 antagonists blocking zaprinast-driven arrestin recruitment, primary screen, imaging, U2OS, beta-arrestin-GFP, zaprinast agonist (AID 2058); hit rate 0.052% among 290,000; inhibition, % at 10 µM; hits with a dose series show IC50 in µM; U2OS GPR35 beta-arrestin-GFP translocation imaging, zaprinast antagonism; higher % means a stronger effect; G-protein coupled receptor 35 (Homo sapiens);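 active = inhibition of at least 50% with at least 30 cells and total cytoplasm GFP at most 10,000,000; inconclusive = under 30 cells or total GFP of 10,000,000 plus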
HIV peptide binding: inhibitors of HIV fusion peptide binding, primary screen, biochemical, uHTS, fluorescence dequenching (AID 1986); inhibition, % at 20 µM; hits with a dose series show IC50 in µM; cell-free peptide binding, fluorescence dequenching, 30 min; higher % means a stronger effect; hit rate 0.3% among 290,000; in the data active = inhibition mostly above about 52%, no sharp cut-off; inactive = mostly below about 76%; note: some results filed as inactive read as strong as hits
UTI89 phage lysis: inhibition of K1F phage lysis, E. coli UTI89, bacterial capsule biogenesis inhibitors, alamar blue (AID 488966); E. coli UTI89 K1F phage lysis, alamar blue, 2 h; higher % means a stronger effect; one-dose inhibition, % at 100 µM; IC50 in µM for titrated hits; hit rate 0.02% among 340,000;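 active = phage lysis inhibition, versus mean bacterial control, above a set limit; inconclusive = no clear call, values can overlap the other calls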;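 note: capsule biogenesis inhibitors block K1F phage lysis so surviving cells raise fluorescence; higher fluorescence means more inhibition of phage lysis; actives were called in the ten point dose series up to 300 µM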
Active calls of the source: *; ? = inconclusive; / = no result given; & = joins results of further samples; [ ] = remark or other dose.

SMILES	Dengue-2 NS5 capping	GPR55 antagonists	MgcRacGAP inhibition	SV40 large T antigen	RSV CPE inhibition	Salmonella PhoP GFP	GPR35 arrestin U2OS	HIV peptide binding	UTI89 phage lysis
O=C(Cn1nnc(-c2ccccc2Cl)n1)N1CCN(S(=O)(=O)c2ccc(Cl)cc2)CC1	-6%	7%	8%	10%	3.1%	0%	10%	-1.5%	0.3%
OCC1OC(Oc2c[nH]c3ccccc23)C(O)C(O)C1O (configuration not stated)	-4%	/	-4%	13%	-1.4%	-4%	/	/	-5.2%
COc1ccccc1NC(=O)C1CCCN1S(=O)(=O)c1ccc(Cl)cc1 (configuration not stated)	-2%	4%	3%	5%	-0.2%	-2%	2%	1.1%	-0.1%
O=C(Nc1cccc(O)c1)c1cc(-c2ccccc2Cl)on1	0%	0%	7%	7%	?	6%	6%	2.5%	0.5%
CCN(CC)S(=O)(=O)c1ccc(C(=O)N2CCN(CCN3C(=O)c4cccc5cccc(c45)C3=O)CC2)cc1	/	12%	/	5%	0.6%	-5%	7%	0.3%	/
O=c1c2cc(Br)ccc2nc(-c2ccc(Cl)cc2)n1O	2%	17%	/	-9%	4.3%	23%	9%	12%	0.2%
Cc1ccc(-c2nnn(CCC(=O)NC3CCCC3)n2)cc1	0%	-27%	4%	1%	2.1%	4%	4%	-0.6%	0.0%
COc1ccc(CC(=O)Nc2cccc(C)n2)cc1OC	-2%	11%	3%	-20%	-0.1%	12%	-2%	1.5%	0.2%
COc1ccccc1NC(=O)Cc1nnc(SCC(=O)NC2CCCCC2)n1C	4%	1%	8%	0%	-0.3%	-1%	-11%	-0.8%	0.6%
CCOc1cc(/C=N/N=C/c2ccc(O)c(OCC)c2)ccc1O	-5%	14%	10%	7%	2.0%	9%	9%	-2.1%	0.2%
O=C(OCN1C(=O)c2ccccc2C1=O)c1cccc(S(=O)(=O)N2CCOCC2)c1	-3%	-5%	4%	5%	1.8%	-1%	5%	0.2%	1.4%[50 µM]
C=CCN(CC=C)C(=S)NC(=O)c1ccc([N+](=O)[O-])cc1	-6%	0%	13%	5%	-0.7%	25%	-7%	-2.7%	1.5%
CC1(NC(=O)Cn2cc(C(F)(F)F)ccc2=O)CCS(=O)(=O)C1 (configuration not stated)	1%	/	6%	/	1.0%	/	/	/	0.6%[50 µM]
Cc1ccc(Nc2nc(Cl)nc(N(C)C#N)n2)cc1	7%	20%	0%	12%	1.1%	26%	8%	1.7%	-0.1%
COC(=O)c1ccc(N2CCN(c3ccccc3)CC2)c(N)c1	-7%	2%	7%	-3%	2.3%	19%	3%	1.2%	-0.1%
CCCNc1ncnc2sc(C)c(C)c12	-6%	6%	-4%	0%	7.6%	13%	-4%	0.4%	-0.5%
O=S(=O)(Nc1ccon1)c1ccc(Br)cc1	-2%	-3%	2%	27%	0.2%	-12%	-7%	0.4%	-1.7%[50 µM]
COc1cccc(OC)c1NC(=O)NC(=O)c1c(OC)c(Br)cc([N+](=O)[O-])c1OC	/	11%	/	7%	0.7%	-4%	-12%	0.3%	/
Cc1cc(C)c(NC(=O)C2CCCN2C)c(C)c1 (configuration not stated)	-15%	1%	7%	15%	1.8%	0%	-13%	0.4%	-0.1%
O=C(O)c1ccc(NC(=O)c2cccc(C(=O)Nc3ccc(C(=O)O)cc3)c2)cc1	3%	1%	1%	8%	-0.1%	-5%	-3%	-0.3%	0.3%
CCN(CC)S(=O)(=O)c1ccc2oc(SCC3CN=C(c4ccc(OC)cc4)S3)nc2c1 (configuration not stated)	0%	-6%	5%	17%	1.8%	0%	4%	4.1%	0.3%
O=C(NCCc1c[nH]c2ccccc12)/C(=C/c1cccnc1)NC(=O)c1cccs1	-5%	8%	5%	3%	6.0%	6%	9%	-0.6%	-0.3%
Cc1ccc2oc(C(=O)NC3CCS(=O)(=O)C3)c(C)c2c1 (configuration not stated)	1%	13%	8%	/	/	/	11%	-0.9%	0.2%
O=C1Nc2cc(Cl)c(Cl)cc2N(O)N1c1ccccc1Cl	-7%	15%	6%	1%	-0.8%	3%	-4%	-0.7%	-0.6%
CC(NC(=O)Nc1ccccc1)C(c1cccs1)N1CCOCC1 (configuration not stated)	-14%	-1%	-2%	14%	0.7%	24%	22%	1.9%	0.4%
(further entries)
SMILES	Dengue-2 NS5 capping	GPR55 antagonists	MgcRacGAP inhibition	SV40 large T antigen	RSV CPE inhibition	Salmonella PhoP GFP	GPR35 arrestin U2OS	HIV peptide binding	UTI89 phage lysis
COc1ccc(NC(=O)CN2C(=O)NC3(CCCC3)C2=O)cc1OC	2%	1%	10%	3%	5.6%	6%	6%	-0.9%	0.5%
COc1cccc(/C=C2\SC(=O)N(CCC(=O)NC3CCS(=O)(=O)C3)C2=O)c1 (configuration not stated)	-7%	18%	7%	3%	1.4%	1%	6%	-1.5%	0.1%
COc1ccccc1CN(C)C(=O)c1cc(C)nc2ccccc12	-6%	4%	6%	-1%	11%	-5%	-9%	-1.5%	0.3%
CCc1ccc(/C(C)=N/NC(=O)c2c[nH]c3ccccc23)s1	-6%	3%	8%	18%	5.1%	-5%	-2%	0.8%	1.0%[50 µM]
CC1CC(C)CN(S(=O)(=O)c2ccc(C(=O)N3CCN(c4ccccc4)CC3)cc2)C1 (configuration not stated)	-7%	9%	2%	7%	12%	-1%	-12%	4.9%	5.5%
Cc1ccnc(N2CCCC(C(=O)NCc3cccs3)C2)n1 (configuration not stated)	-1%	2%	2%	5%	1.3%	-7%	5%	4.2%	0.1%
CCOc1cc(/C=N\NC(=O)CC(=O)NCCc2ccccc2)ccc1O	-4%	6%	46µM*	7.9µM*	-0.5%	9%	13%	-2.4%	-1.3%
CCC(C)(C)N=C(NC#N)Nc1cccnc1	/	-8%	/	5%&1%	-1.8%	3%&-10%	-7%	-0.1%	/
CCN1CCN(C(=O)c2ccc(OC)c(S(=O)(=O)Nc3ccc(C)cc3)c2)CC1	5%	2%	-6%	7%	0.6%	3%	-11%	0.2%	-0.2%
CCOc1ccccc1NC(=O)CSc1ncnc2c1oc1ccccc12	0%	-5%	3%	19%	0.5%	-12%	11%	3.3%	4.5%
Clc1ccc(CCNc2nc3ccccc3n3nnnc23)cc1	1%	-8%	-2%	5%	0.0%	0%	-6%	0.8%	-1.1%
CCCCNS(=O)(=O)c1ccc(OC)c2ncccc12	-8%	-6%	-1%	6%	0.7%	7%	3%	1.9%	-0.2%
CCNC(=O)NC(=O)C(C)Sc1nc2cc(C(=O)OC)ccc2c(=O)n1-c1ccccc1 (configuration not stated)	-8%	12%	3%	19%	4.4%	-13%	-5%	-1.4%	0.5%
O=C(CCS(=O)(=O)c1cccc2nonc12)NCCc1ccccc1	-10%	0%	2%	4%	0.4%	-5%	-5%	-1.8%	-0.5%
O=C(NCc1ccccc1)C1=C[C@H](c2ccccc2)C[C@H](OCc2ccc(CO)cc2)O1	-1%	/	3%	20%	-0.7%	5%	/	/	0.3%
C#CCOCCOCCOCCNc1nc(N2CCN(C(=O)CCCCCCCCCCNC(=O)Cn3cc(CCCCCN)nn3)CC2)nc(N2CCN(C(=O)CCCCCCCCCCNC(=O)Cn3cc(C[C@@H](C)O)nn3)CC2)n1	-26%	/	?	26%	?	1%	/	/	-2.3%
Cc1cccc(NC(=O)C23CCC(C)(C2Br)C3(C)C)c1 (configuration not stated)	6%	16%	6%	10%	2.4%	-14%	-2%	0.9%	-0.4%
Cc1cccc(OCCCC(=O)N2CCCc3ccccc32)c1C	0%	5%	-1%	11%	22%	-3%	-1%	-0.2%	-0.1%
C(=N\c1nccs1)/c1cccnc1	2%	1%	10%	5%	1.2%	-1%	-1%	0.3%	0.2%

An excerpt from above in order of SMILES length, low to high:
SMILES	Dengue-2 NS5 capping	GPR55 antagonists	MgcRacGAP inhibition	SV40 large T antigen	RSV CPE inhibition	Salmonella PhoP GFP	GPR35 arrestin U2OS	HIV peptide binding	UTI89 phage lysis
CCCCNS(=O)(=O)c1ccc(OC)c2ncccc12	-8%	-6%	-1%	6%	0.7%	7%	3%	1.9%	-0.2%
Clc1ccc(CCNc2nc3ccccc3n3nnnc23)cc1	1%	-8%	-2%	5%	0.0%	0%	-6%	0.8%	-1.1%
Cc1cccc(NC(=O)C23CCC(C)(C2Br)C3(C)C)c1 (configuration not stated)	6%	16%	6%	10%	2.4%	-14%	-2%	0.9%	-0.4%
CCc1ccc(/C(C)=N/NC(=O)c2c[nH]c3ccccc23)s1	-6%	3%	8%	18%	5.1%	-5%	-2%	0.8%	1.0%[50 µM]
CCOc1cc(/C=N\NC(=O)CC(=O)NCCc2ccccc2)ccc1O	-4%	6%	46µM*	7.9µM*	-0.5%	9%	13%	-2.4%	-1.3%
CCNC(=O)NC(=O)C(C)Sc1nc2cc(C(=O)OC)ccc2c(=O)n1-c1ccccc1 (configuration not stated)	-8%	12%	3%	19%	4.4%	-13%	-5%	-1.4%	0.5%
